proCasp7 act – counter-screen for procaspase-3 activators: activators of human procaspase-7. P55210. activation, % at 8.5 µM. 0.093% of 330,000 active. recombinant procaspase-7, Ac-DEVD-pNA absorbance 405 nm; D23A/D198A/D206A triple mutant, cannot self-cleave; scale: DMSO 0, 5 µM enzyme 100. AID 463210;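 active = percent activation above the screen-wide mean plus 3 SD, cut at about 25% in these data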
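buffer or medium = Zinc-free HEPES/NaCl buffer, pH 7.4 | material = Procaspase-7 triple mutant (PC-7 D3A) | input = 2 µM procaspase-7 mutant as dispensed | signal = Epi-absorbance of released pNA at 405 nm, two timepoints | timing = 1 h preincubation, 2 h reaction | replicates = singlicate compound testing | evaluation = % activation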
EBNA-1 inh – blocks EBNA-1 binding to DNA; EBNA-1 DNA binding, fluorescence polarization; inhibition, % at 14.8 µM; 0.34% of 300,000 active; AID 1950; in the data active = inhibition above about 28%
AHR act – activates the human aryl hydrocarbon receptor; AHR-responsive luciferase reporter cells, luminescence; 2.5% of 320,000 active; activation, % at 5 µM; P35869; in the data active = activation above about 47%;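 also: 0% = vehicle wells and 100% = reference agonist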
LAP4-GFP MLPCN – alters LAP4-GFP fluorescence in TOR pathway yeast screen. S. cerevisiae LAP4-GFP multiplex, flow cytometry GFP, 3 h; median GFP as percent of DMSO wells. GFP response vs DMSO, % at 10 µM. 0.34% of 320,000 active. AID 2023;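 active = GFP response vs DMSO above a set limit, about the screen mean plus 3 SD, cut at about 150% in these data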
ZTA DNA inh – counter-screen for EBNA-1 inhibitors: inhibitors of Epstein-Barr virus ZTA; ZTA-DNA binding, fluorescence polarization; inhibition, % at 11 µM; 0.15% of 320,000 active; in the data active = inhibition above about 33%
RPL19A-GFP yeast – modulators of TOR pathway RPL19A-GFP in S. cerevisiae. 0.3% of 330,000 active. S. cerevisiae RPL19A-GFP strain, flow cytometry, 3 h; stronger effect = lower value. percent response vs DMSO, % at 10 µM;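 active = percent response vs DMSO below 50%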;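 also: median channel GFP fluorescence of the barcoded RPL19A-GFP strain; ratio of sample median GFP to plate DMSO average so 100% = DMSO; lower means less RPL19A-GFP as with rapamycin TOR inhibition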
procasp3 activ – activators of human procaspase-3. 0.11% of 330,000 active. recombinant procaspase-3 D3A, Ac-DEVD-pNA absorbance 405 nm. AID 463141. activation, % at 8.5 µM. P42574;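 active = activation above the mean of all tested compounds plus 3 SD, cut at about 21% in these data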;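 also: 0% = DMSO alone and 100% = DMSO wells spiked with extra 5 µM PC-3 D3A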
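Evaluation: percent activation relative to control range; Material: Procaspase-3 D3A mutant, all three cleavage aspartates alanine; Compound: single dose, 8.5 µM nominal compound, 0.8% DMSO; Replication: one well per compound; Signal: absorbance at 405 nm, 0 and 120 min; Schedule: 1 h preincubation plus 2 h reaction at 25 °C.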
MEP2 TOR yeast – modulators of TOR pathway MEP2-GFP in S. cerevisiae; S. cerevisiae MEP2-GFP strain, flow cytometry GFP, 3 h; 100% = DMSO control level; GFP response vs DMSO, % at 10 µM; 0.51% of 330,000 active; AID 2016;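 active = GFP response versus DMSO above a set limit, roughly screen mean plus 3 SD, cut at about 180% in these data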;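 also: median GFP fluorescence of the barcode-gated MEP2-GFP cells per well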
The depositor's hits bear a star; · = not tested or not shown.

SMILES	proCasp7 act	EBNA-1 inh	AHR act	LAP4-GFP MLPCN	ZTA DNA inh	RPL19A-GFP yeast	procasp3 activ	MEP2 TOR yeast
O=C(NCCc1ccccc1)c1noc2c1CCc1ccccc1-2	10	15	-4	111	-6	104	4	112
Fc1cccc(-n2cc(-c3ccccc3)c3c(=S)nc[nH]c32)c1	5	2	35	91	5	101	10	104
Brc1ccc2ncnc(Nc3ccc(N4CCOCC4)cc3)c2c1	-1	-17	92*	113	-2	96	-9	106
Oc1ccc(-c2nc(-c3ccc(F)cc3)c(-c3ccncc3)[nH]2)cc1	-4	6	5	108	-6	94	0	99
Cc1cc(N)n2nc(C)c(-c3ccccc3)c2n1	4	6	10	96	2	93	2	99
O=c1cc(CSc2nnc(NC3CCCCC3)s2)nc2sccn12	2	1	10	100	9	100	-5	100
O=C(OCCN1CCOCC1)c1ccccc1	-1	0	-1	94	2	103	10	115
CC1=C(C(=O)N2CCOCC2)C(c2ccccc2F)C2=C(CC(C)(C)CC2=O)N1 (stereo unspecified)	-6	-3	0	103	-9	96	-2	99
COC(=O)/C(=C/c1ccc2c(c1)c1ccccc1n2C)NC(=O)c1ccccc1	16	-1	82*	99	13	101	3	102
CS(=O)(=O)N1CCc2cc(C(=O)N3CCN(c4ccc(F)cc4)CC3)ccc21	6	-9	-2	96	-1	99	4	105
Cc1ccc2c(c1)CCCN2C(=O)c1cc2ccccc2oc1=O	-2	9	-2	108	0	105	4	106
CCOc1ccccc1-c1nnc(SCC(=O)NC2CC3CCC2C3)n1CC (stereo unspecified)	-2	0	20	91	-8	104	3	96
CC(=O)O[C@@H]1[C@@]2(C)O[C@H]2CC[C@]23O[C@H]2[C@H](OC3=O)C2=C(C)C(=O)O[C@@]21O	-5	2	0	135	-7	102	-9	88
COc1ccc(N2CCN(C(=O)COc3ccc4c(C)cc(=O)oc4c3)CC2)cc1	10	-2	-3	115	7	98	-3	107
O=C(CSc1nc(C2CC2)nc2ccccc12)NCc1ccc2c(c1)OCO2	16	13	-1	92	9	102	-3	103
Cc1cc(C(=O)N(C)Cc2ccc(Br)cc2)no1	5	0	4	109	-10	101	-1	100
COC(=O)c1ccc(COc2ccc(/C=N/N3CCN(C)CC3)cc2)cc1	3	9	18	131	4	98	-1	109
CCC(C)NC(=O)CCC(=O)Nc1ccc2nc(N3CCOCC3)cc(C)c2c1 (stereo unspecified)	16	-1	24	97	-1	101	-2	107
CC(C)C(O)P(=O)(OCc1ccccc1)c1ccc(N(C)C)cc1 (stereo unspecified)	-16	-14	3	93	2	104	-1	102
Cc1noc(C)c1COC(=O)[C@@H](NC(=O)c1ccccc1Cl)C(C)C	-1	-9	4	103	-20	96	-2	101

AHR act: what is marked active above.
SMILES	EBNA-1 inh	AHR act	LAP4-GFP MLPCN	RPL19A-GFP yeast	procasp3 activ	MEP2 TOR yeast
Brc1ccc2ncnc(Nc3ccc(N4CCOCC4)cc3)c2c1	-17	92*	113	96	-9	106
COC(=O)/C(=C/c1ccc2c(c1)c1ccccc1n2C)NC(=O)c1ccccc1	-1	82*	99	101	3	102

(more compounds)
SMILES	proCasp7 act	EBNA-1 inh	AHR act	LAP4-GFP MLPCN	ZTA DNA inh	RPL19A-GFP yeast	procasp3 activ	MEP2 TOR yeast
S=c1[nH]nc(-c2cc(-c3ccccn3)nc3ccccc23)o1	-35	-1	73*	112	4	98	-21	99
CC(=O)c1cn(N(C)c2ncc(C(F)(F)F)cc2Cl)c(=O)[nH]c1=O	5	-7	0	103	-2	96	2	94
CC[C@H](C)C(=O)O[C@H]1CCC=C2C=C[C@H](C)[C@H](CC[C@@H]3C[C@@H](O)CC(=O)O3)[C@H]21	-4	3	-3	106	-8	100	8	97
O=C(/C=C/c1ccc(F)cc1)c1ccccc1Br	-1	-9	-3	112	8	91	-12	81
CCOc1ccc(NC(=O)C(=O)NCCN2CCN(S(=O)(=O)c3ccccc3)CC2)cc1	-1	-10	-2	91	-17	104	-8	98
CCOC(=O)c1sc(NC(=O)C(C)Sc2nc(N)cc(=O)[nH]2)nc1C (stereo unspecified)	-1	8	-2	97	4	102	2	99
O=C(N/C(=C/c1cccnc1)C(=O)N1CCCCCC1)c1ccccc1	13	-7	0	102	7	100	-5	104
O=S(=O)(NCCN1CCOCC1)c1ccc(Cl)s1	2	13	-1	92	13	100	4	99
CC1=NN(C(=O)c2ccc(Cn3nc(C)c(Br)c3C)cc2)C(O)(C(F)(F)F)C1 (stereo unspecified)	-15	5	3	101	9	102	3	103
CCOC(=O)CC(=O)CSc1nc(C)cc(-c2cccnc2)c1C#N	-2	5	1	101	8	93	-6	93
CCC(C)(C)N(C(=O)CCC(=O)Nc1cc(C)on1)C(C(=O)NC(C)(C)C)c1ccc(OC)cc1 (stereo unspecified)	2	-10	0	92	4	99	-1	105
CCc1ccc(NC(=O)C(=O)N/N=C(\C)CC(=O)Nc2ccccn2)cc1	-5	-1	21	97	-1	99	-3	102
CC1=CCC(C(=O)O)C(C(=O)Nc2cccnc2)C1 (stereo unspecified)	8	1	9	98	12	95	3	95
COCCCNc1nc(-c2ccncc2)nc2ccccc12	-7	6	88*	97	-9	102	-2	99
Cc1ccnc(NC(=O)CCC(=O)N(CC(=O)NC2CCCCC2)C2CCCC2)c1	-3	0	2	98	-11	94	-1	96
CC(C)c1nc(NCc2ccccc2)c(C#N)c2c1CCCC2	-2	-9	0	101	1	98	3	107
O=C(O)CCNc1cc(N2CCN(C(=O)c3ccco3)CC2)c2noc3c2c1C(=O)c1ccccc1-3	-9	127*	57*	109	163*	104	-5	99
Cc1ccc(C(=O)NCCc2nnc3ccc(N4CCCC4)nn23)cc1	0	4	-13	89	13	99	3	100
COc1ccc2cc(Br)ccc2c1CC(=O)NC1CC(C)(C)NC(C)(C)C1	7	-9	6	130	-21	108	7	111
Cc1ccc(-n2c(=O)[nH]cc(C(=O)N3CCc4ccccc43)c2=O)cc1	8	7	4	99	-5	99	4	99
Cc1cc(C(=O)CCC(=O)N2CCN(S(=O)(=O)c3cccs3)CC2)c(C)s1	8	1	12	104	-14	103	0	107
NCCSSCCN	-4	-3	-2	105	-11	97	-14	90
COc1ccc(C(=O)N(c2ccccn2)C2CCCCC2)c(OC)c1	-3	-2	2	106	1	102	3	102
Cc1cc(SCC(=O)c2ccccc2)n2ncc(-c3ccccc3)c2n1	0	9	14	98	6	91	0	88
CC1CCN(C(=O)CSc2nnc(-c3cccs3)o2)CC1	-8	-2	-4	96	-2	100	0	104
O=C(COC(=O)C1=COCCO1)Nc1ccccc1OC(F)F	-1	-8	0	87	-9	95	0	95
COC(=O)c1cc2cc(NS(=O)(=O)c3ccc(C)cc3)ccc2s1	8	-3	4	101	-5	100	3	102
CCOc1ccc(NC(=O)c2ccc(NC(=O)c3ccc(NC(N)=O)cc3)cc2)cc1	19	·	1	90	·	98	-3	91
CCc1cc(C(=O)OC)c(NC(=O)C2CC(=O)NN2Cc2ccccc2)s1 (stereo unspecified)	4	13	3	113	3	97	3	100
NC(CCCCc1ccccc1)c1cccc2ccccc12 (stereo unspecified)	-2	-7	2	105	10	96	-2	92
N#Cc1ccccc1CSc1nc2ccsc2c(=O)n1Cc1ccccn1	2	-13	6	109	-18	84	-2	138
CC(C)C1Nc2ccc(C(=O)NC3CCCCC3)cc2NC1=O (stereo unspecified)	-5	4	4	122	4	98	4	99
COCCn1c(SCC(=O)c2ccccc2)nc2c(c1=O)SCC2	6	-4	0	102	-3	96	-5	97
Cc1ccc(/C=N/NC(=O)CC(=O)NCc2cccnc2)cc1	-4	-6	2	93	-3	100	6	100
COC(=O)c1c(-c2cccs2)csc1NC(=O)CSc1ncnc2sc(C)c(C)c12	3	16	7	87	21	96	2	90
CCc1nnc(NC(=O)C2CCN(c3cnccn3)CC2)s1	1	5	2	99	-7	100	12	99
CCc1ccc(NC(=O)CSc2nnc(CNC(=O)c3c(F)cccc3Cl)o2)cc1	-7	13	4	·	1	98	6	93
Cc1ccc(C)c(OCc2cc(C(=O)NC3CCN(Cc4ccccc4)CC3)no2)c1	-2	3	-1	97	21	99	1	95
CC1(C)CSC(=NCCc2ccccc2)N1C(=O)c1ccc(C#N)cc1	12	12	3	113	3	103	-4	167
CC(C)(C)c1ccc(C2C(C#N)=C(N)Oc3n[nH]c(-c4cccnc4)c32)cc1 (stereo unspecified)	8	12	6	113	0	95	-3	97

Rewritten with two lines to a compound: part of the list above
The line under a structure holds: proCasp7 act, EBNA-1 inh, AHR act, LAP4-GFP MLPCN, ZTA DNA inh, RPL19A-GFP yeast, procasp3 activ, MEP2 TOR yeast
O=C(OCCN1CCOCC1)c1ccccc1
  -1, 0, -1, 94, 2, 103, 10, 115
CC1=C(C(=O)N2CCOCC2)C(c2ccccc2F)C2=C(CC(C)(C)CC2=O)N1 (stereo unspecified)
  -6, -3, 0, 103, -9, 96, -2, 99
COC(=O)/C(=C/c1ccc2c(c1)c1ccccc1n2C)NC(=O)c1ccccc1
  16, -1, 82*, 99, 13, 101, 3, 102
CS(=O)(=O)N1CCc2cc(C(=O)N3CCN(c4ccc(F)cc4)CC3)ccc21
  6, -9, -2, 96, -1, 99, 4, 105
Cc1ccc2c(c1)CCCN2C(=O)c1cc2ccccc2oc1=O
  -2, 9, -2, 108, 0, 105, 4, 106

Later entries
SMILES	proCasp7 act	EBNA-1 inh	AHR act	LAP4-GFP MLPCN	ZTA DNA inh	RPL19A-GFP yeast	procasp3 activ	MEP2 TOR yeast
Cc1cc(SCC(=O)NC(=O)NCc2ccco2)nc2ccccc12	-7	0	5	97	-19	100	-11	99
COc1ccccc1-c1cn(-c2ccccc2)c(=S)[nH]1	-28	-19	112*	99	-16	102	-7	90
COc1cc(Cl)c(C)cc1NC(=O)CN1CCN(C(=O)C2CC2)CC1	13	·	3	98	6	101	4	99
O=C(Nc1ccc(NC(=O)C2CCCCC2)nc1)c1cccs1	3	13	-1	114	13	105	-10	107
COc1ccc(NC(=O)C2CC(c3ccc(Cl)cc3)=NO2)cc1 (stereo unspecified)	-2	9	1	103	0	99	-5	101
O=C(CSc1nnc(-c2cccc(Br)c2)o1)N1CCOCC1	7	-10	4	68	-19	108	1	100
Cc1cc2c(sc3ccccc32)c(C)n1	1	-2	0	99	11	99	2	91
Cc1cc(C)cc(NC(=O)COc2coc(CN3CCN(c4ccccc4)CC3)cc2=O)c1	7	-5	4	110	-1	101	0	105
CCCCNC(=O)C1C2C=CC3(CN(Cc4ccc(C)cc4)C(=O)C13)O2 (stereo unspecified)	-5	-1	2	111	5	111	5	109
Cc1ccc(CNC(=O)c2cnc3ccccc3n2)cc1	-2	-1	13	134	0	124	2	154
O=c1cnnc(SCc2ccc([N+](=O)[O-])cc2)[nH]1	6	-8	0	121	-1	115	9	166
COc1ccc(C#Cc2c(-c3ccc(OC)cc3)oc3ccc(-c4ccc5c(c4)OCO5)cc23)cc1	9	3	0	92	8	99	10	97
CN1C(=O)C(CC(=O)Nc2ccccc2F)N(NC(=O)c2ccc(Br)cc2)C1=S (stereo unspecified)	-8	1	5	108	2	104	-8	107
Cc1ccc(C2=NN(C(=O)CCC(=O)O)C(c3ccc4c(c3)OCO4)C2)cc1 (stereo unspecified)	4	1	6	110	0	103	9	108
CCC(C)(C)NC(=O)C(c1cccc(OC)c1OC)N(C(=O)CCC(=O)Nc1cc(C)on1)C(C)C (stereo unspecified)	-3	8	0	96	2	99	8	87
Cc1ccnc(NC(=O)Cc2ccc(-c3ccccc3)cc2)c1	-4	-12	22	90	-7	98	-11	111
NNC(=O)C1=NOC2COC3(CCN(c4ncccn4)CC3)OCC12 (stereo unspecified)	-2	-7	0	95	-8	96	0	101
C=C(C)CSc1nnc([C@H](CCSC)NC(=O)OC(C)(C)C)o1	5	13	5	101	3	99	0	98
COc1ccc(N(CC(=O)NCc2ccc(C)cc2)S(=O)(=O)c2c(C)nn(C)c2C)cc1	5	-8	1	82	11	101	3	105

Assay outcomes (PubChem BioAssay)
